Assay outcomes deposited in PubChem BioAssay by National Center for Advancing Translational Sciences (NCATS).
TDP-43 yeast inh = inhibitors of TDP-43 toxicity in yeast. Potency, µM (series often up to 46.1 µM), for inactives: top-dose growth rescue (activation), hits mostly activators. 1.8% of 410,000 active. TDP-43 expressing yeast growth rescue, BacTiter-Glo, 24 h; further: % of control where 0% means no effect; nearly all actives have a fitted effect of over 50% in size
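Galactose-induced TDP-43 yeast, OD600=0.02, compound pinned; 24 hr, 30 deg C; BacTiter-Glo luminescence for growth. Inhibitors of TDP-43 toxicity read as activators.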
FUS yeast rescue = rescues growth of FUS-expressing yeast; 0.24% of 390,000 active; S. cerevisiae FUS-expressing, growth rescue, OD600, 24 h; Potency, µM (doses to about 76.6 µM), inactives show at the top dose growth rescue (activation), most hits filed as activators;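 further: plate controls were DMSO vehicle for no effect and reference control for full effect; nearly all actives have a fitted effect of over 55% in size; some results filed as inactive show a strong effect at the top dose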
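Cultures pregrown in 2.5% raffinose medium are shifted to minimal medium containing 2% galactose to express toxic FUS. Compounds are tested at several concentrations. After 24hr at 30C, growth is quantified at 600 nm absorbance.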
PTHR1 agonist = activates the human parathyroid hormone receptor PTHR1. HEK293 GP2 PTHR1 cells, GloSensor cAMP luminescence, 1 h. 0.075% of 410,000 active. Potency, µM (doses to about 115 µM), inactives show at the highest dose activation, hits mostly activators. AID 743266; further: nearly all actives have a fitted effect of over 55% in size; some results filed as inactive show a strong effect at the top dose; inactives centre near -15; many of its hits are not listed in these tables
Target sequence (Q03431 whole entry, looked up): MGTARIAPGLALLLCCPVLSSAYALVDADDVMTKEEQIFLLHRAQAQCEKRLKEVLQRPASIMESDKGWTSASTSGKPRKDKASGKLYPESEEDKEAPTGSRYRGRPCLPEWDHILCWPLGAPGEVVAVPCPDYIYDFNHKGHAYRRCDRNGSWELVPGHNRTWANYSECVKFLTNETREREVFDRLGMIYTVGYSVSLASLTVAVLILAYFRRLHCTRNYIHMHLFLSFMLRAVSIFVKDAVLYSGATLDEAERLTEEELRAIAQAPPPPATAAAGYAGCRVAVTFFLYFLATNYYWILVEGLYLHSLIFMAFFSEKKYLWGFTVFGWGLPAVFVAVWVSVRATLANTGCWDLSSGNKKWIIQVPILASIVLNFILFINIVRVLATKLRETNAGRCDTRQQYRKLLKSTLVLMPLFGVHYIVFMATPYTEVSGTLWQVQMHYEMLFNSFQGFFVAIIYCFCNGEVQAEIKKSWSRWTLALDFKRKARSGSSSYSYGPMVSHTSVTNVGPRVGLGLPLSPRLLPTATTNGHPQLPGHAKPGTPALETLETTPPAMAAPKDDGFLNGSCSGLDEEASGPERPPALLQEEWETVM
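HEK-293-derived GP2 cells expressing PTHR1 and a GloSensor cAMP reporter, 3,000/well, plated overnight, given luciferin plus IBMX (each 0.5 mM as added) for 1 h at 37 °C, then compound for 1 h at 37 °C. Luminescence was read after 15 min at room temperature.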
Numbers without * were called inactive; i = inactive; ? = inconclusive; [ ] = another dose, or the depositor's remark. The call rests on the fitted dose curve; in most records, active means well fitted curve in the direction sought with a large enough effect; inconclusive means small, poorly fitted or top-dose-only effect, or another doubt; inactive means no such curve, though single readings can be large; an effect the other way counts as inactive or inconclusive. Potency means the concentration at half of the fitted maximal effect. These rows are one share of the data. The share of hits here may be higher or lower than overall.

SMILES	TDP-43 yeast inh	FUS yeast rescue	PTHR1 agonist
COc1cc(OC)c(NC(=O)NCCn2nnc3cc(S(=O)(=O)N(C)C)ccc32)cc1Cl	4%	16%	i
COc1cccc(-c2noc(COc3ccc(C(C)(C)C)cc3)n2)c1	25%	0%	i
COc1cccc(-c2ccc3c(N)c(C(=O)NCc4ccc(Cl)cc4)sc3n2)c1	18%	16%	-5%
CCN1CCN(CCCNC(=O)c2ccc3c(c2)sc2nc(-c4ccc(C)cc4)cn23)CC1	-30%	18%	-14%
COc1ccc(Cl)cc1NC(=O)Cn1c(=O)n(Cc2cccs2)c(=O)c2cccnc21	16%	?	0%
COC(=O)c1c(SCC(=O)Nc2cc(OC)cc(OC)c2)[nH]c2ccc(C)cc2c1=O	7%	3%	-87%[inhibitor]
CC(=O)c1cccc(NC(=O)c2nc3ccccc3n(C)c2=O)c1	0%	-13%	i
O=C(c1ccc2c(c1)N(Cc1cccc(F)c1)C(=O)c1ccccc1S2)N1CCC2(CC1)OCCO2	?	21%	-12%
COc1cc(NC(=O)CC2C(=O)N(c3cccc(C)c3)C(=O)N2Cc2ccc(F)cc2)cc(OC)c1 (stereo not drawn)	10%	9%	i
CCCCN(CCCC)C(=O)c1cc2c(=O)n3cccc(C)c3nc2s1	22µM*	?	-10%
Cc1nn(C)c2c1c(-c1ccccc1)cc(=O)n2Cc1ccc(F)cc1Cl	23%	15%	i
O=C1CC(c2nc(-c3ccccc3)no2)CN1c1ccccc1 (stereo not drawn)	0%	5%	-35%[inhibitor]
COc1ccc(Cl)cc1-n1nnc(-c2nsc(NC(=O)c3ccccc3Cl)n2)c1C	13%	14%	-16%
O=C(Nc1cccc(C(F)(F)F)c1)c1cnn(-c2cccc(F)c2)c1C1CCNCC1	14%	-8%	-21%
Cc1ccc(-n2c(=O)c3c(c4cc(C)ccc4n3C)n(CC(=O)NCc3ccccc3)c2=O)cc1	-11%	-12%	-26%
Cc1ccc(NC(=O)Nc2nc3c(s2)CCCCCC3)cc1C	?	-12%	-6%
Cc1ccc(CN(C(=O)COc2ccccc2[N+](=O)[O-])c2ccccn2)o1	23%	25%	i
CCOc1cccc(C(=O)Nc2ccc3oc(-c4ccc(C(C)(C)C)cc4)nc3c2)c1	9%	-29%	-33%
Cc1ccc(C(C)C)c(OCC(=O)Nc2cccc(NC(=O)c3ccco3)c2)c1	20µM*	30%	-13%
CC(=O)c1ccc(N2CCN(C(=O)CCCCn3c(=O)[nH]c4ccccc4c3=O)CC2)cc1	-5%[9.22 µM]	-20%	i
COc1ccc(NC(=O)Nc2cc(C(=O)NCc3ccc(C)cc3)ccc2N2CCCC2)cc1	11%	15%	-5%
CCOc1ccc(NC(=O)Cc2ccc(-n3c(C)nc4cccnc43)cc2)cc1	2%	11%	i
CC(=O)c1cccc(NS(=O)(=O)c2cc3c(cc2C)n(C)c(=O)c(=O)n3C)c1	11%	-24%	-36%[inhibitor]
CCc1ccc(C2C(C(=O)Nc3ccccc3C)=C(C)Nc3nc(SCc4cccc(OC)c4)nn32)cc1 (stereo not drawn)	-2%	-6%	-7%
CCOc1ccc(-n2nc3ccc(NC(=O)c4ccc(C)cc4C)cc3n2)cc1	-17%	-2%	-21%
CCc1ccc(CNC(=O)c2ccc3c(c2)nc2n3CCC(C)C2)cc1 (stereo not drawn)	-11%	8%	6%
CCOc1ccccc1C(=O)N1CC(=O)Nc2ccc(Cl)cc2C1c1ccccc1 (stereo not drawn)	21%	-13%	i
CCn1cc(C(=O)NCCc2ccccc2)c(=O)c2cc(S(=O)(=O)N3CCOCC3)ccc21	7%	-2%	?
CC(=O)OCC#CCSc1nnc(-c2cccc(Br)c2)o1	?	8%	-26%
COc1cccc(CNC(=O)COCc2cc(-c3ccc4c(c3)OCO4)on2)c1	35µM*	32%	i
CC(C)c1ccc(C(=O)Nc2cccc3cccnc23)cc1	?	5%	i
COc1ccccc1NC(=O)CCn1cnc2ccccc2c1=O	30%	-17%	i
Cc1ccc(-c2nn(-c3ccccc3)c3c2cnc2ccccc23)cc1C	?	0%	-17%
Cc1ccccc1CNC(=O)c1ccc2[nH]c(C)c(C)c2c1	0%	8%	-5%
Cc1ccc(C)c(Cn2c3ccccc3c3cnn(CC(=O)NC4CCCCCC4)c(=O)c32)c1	5%	-17%	-23%
COc1ccccc1OCCn1cc(C(=O)c2cccs2)c2ccccc21	11%	16%	-27%
Cc1cc(S(=O)(=O)N2CCN(Cc3noc(CCC(=O)N4CCCCC4)n3)CC2)ccc1F	-14%	19%	-3%
O=C1c2oc3ccc(F)cc3c(=O)c2C(c2cccc([N+](=O)[O-])c2)N1CCCN1CCOCC1 (stereo not drawn)	0%[9.22 µM]	-17%	i
Cc1nc2ccn(Cc3cccnc3)c(=O)c2cc1C(=O)NCc1ccccc1	-1%	-15%	-17%
CCCCSCCCNC(=O)c1cn(CC)c2ccc(S(=O)(=O)N3CCCCCC3)cc2c1=O	?	29%	i

The last 7 entries of the section above are carried over, then new ones follow:
SMILES	TDP-43 yeast inh	FUS yeast rescue	PTHR1 agonist
Cc1ccccc1CNC(=O)c1ccc2[nH]c(C)c(C)c2c1	0%	8%	-5%
Cc1ccc(C)c(Cn2c3ccccc3c3cnn(CC(=O)NC4CCCCCC4)c(=O)c32)c1	5%	-17%	-23%
COc1ccccc1OCCn1cc(C(=O)c2cccs2)c2ccccc21	11%	16%	-27%
Cc1cc(S(=O)(=O)N2CCN(Cc3noc(CCC(=O)N4CCCCC4)n3)CC2)ccc1F	-14%	19%	-3%
O=C1c2oc3ccc(F)cc3c(=O)c2C(c2cccc([N+](=O)[O-])c2)N1CCCN1CCOCC1 (stereo not drawn)	0%[9.22 µM]	-17%	i
Cc1nc2ccn(Cc3cccnc3)c(=O)c2cc1C(=O)NCc1ccccc1	-1%	-15%	-17%
CCCCSCCCNC(=O)c1cn(CC)c2ccc(S(=O)(=O)N3CCCCCC3)cc2c1=O	?	29%	i
CCN1CCN(CCCNC(=O)c2cnn(-c3ccccc3Cl)c2C2CCN(C(=O)OC(C)(C)C)CC2)CC1	-14%	27%	?
O=C(COc1ccc(Cl)cc1)NCC(c1cccs1)S(=O)(=O)c1ccc(F)cc1 (stereo not drawn)	?	29%	i
CCc1ccc(CNC(=O)c2ccc(CSc3nc4ccncc4n3Cc3ccccc3)cc2)cc1	4%	?	i
COc1ccc(CCNc2nc3c(c(=O)n(C)c(=O)n3C)n2Cc2ccccc2Cl)cc1OC	22%	5%	i
CC(C)(C)C1CCc2c(sc(NC(=O)c3ccncc3)c2C(=O)Nc2ccccc2Cl)C1 (stereo not drawn)	8%	4%	-9%
CCc1ccc(OCC(=O)Nc2ccc(-c3nc4ncccc4o3)cc2)cc1	0%	-5%	-15%
COc1ccc(-c2cc(C)no2)cc1S(=O)(=O)Nc1c(C)cc(C)cc1C	?	?	0%
O=C(COc1ccc(F)cc1)NC1CC(=O)N(c2ccc3c(c2)OCCO3)C1 (stereo not drawn)	-21%	-12%	-9%
O=C(COc1ccccc1F)Nc1ccc(Cl)c(-c2nc3ccccc3[nH]2)c1	35µM*	?	-20%
CCc1ccc(-n2c(=O)c3c4c(sc3n(Cc3ccccc3C#N)c2=O)CCC4)cc1	-20%	-16%	-41%[inhibitor]
Cc1ccc(NC(=O)c2cnc(SCC(=O)N3CCOCC3)n(C)c2=O)cc1C	24%	-15%	i
CN(Cc1ccccc1)C(=O)CSc1nnc(-c2cccc(Cl)c2)o1	?	5%	-18%
Cc1nc(-c2ccc(Cl)cc2)sc1CCNC(=O)c1ccco1	0%	0%	i
Cc1cccc(N2CCN(C(=O)CCCn3c(=O)[nH]c4ccsc4c3=O)CC2)c1C	12%	-17%	-21%
O=C(C1CCC1)N1CCc2cc(S(=O)(=O)NCc3ccc(F)cc3)ccc21	27%	0%	i
CCOc1ccccc1NC(=O)Cn1c(=O)n(-c2ccc(C)cc2)c(=O)c2c1cnn2C	5%	-1%	-29%
Cc1ccc2c(=O)cc(C(=O)Nc3sc4c(c3C(=O)NCC3CCCO3)CCCC4)oc2c1 (stereo not drawn)	26%	7%	i
COc1ccccc1CCNC(=O)c1cccn1-c1nnc(N2CCCCC2)s1	-18%	44%	13%
O=C(CCNS(=O)(=O)c1cccc2nsnc12)Nc1ccc(F)cc1	19%	22%	-24%
CCNC(=O)c1c(NC(=O)c2cc(=O)c3ccc(C)c(C)c3o2)sc2c1CCCC2	9%	-21%	-2%

Shown with two lines to a compound: three of the compounds above
Under each structure – TDP-43 yeast inh, FUS yeast rescue, PTHR1 agonist
Cc1ccc2c(=O)cc(C(=O)Nc3sc4c(c3C(=O)NCC3CCCO3)CCCC4)oc2c1 (stereo not drawn)
 : 26%, 7%, i
COc1ccccc1CCNC(=O)c1cccn1-c1nnc(N2CCCCC2)s1
 : -18%, 44%, 13%
O=C(CCNS(=O)(=O)c1cccc2nsnc12)Nc1ccc(F)cc1
 : 19%, 22%, -24%

New compounds follow:
SMILES	TDP-43 yeast inh	FUS yeast rescue	PTHR1 agonist
Cc1coc2cc3oc(=O)c(CCC(=O)NCc4ccc(Cl)cc4)c(C)c3cc12	-12%	-7%	i
O=C(NCc1nc2ccccc2[nH]1)c1cccc(Cl)c1	16%	-21%	i
CCOc1ccc(/C=C/c2nc(C#N)c(Nc3ccc(OCC)cc3)o2)cc1	9%	-14%	-13%
Cc1ccc(Cl)cc1N1CCN(C(=O)c2ccc3c(c2)N(Cc2ccc(F)cc2)CCS3)CC1	12%	17%	i
Cc1ccc2c(c1)c1c(c(=O)n(Cc3ccccc3)c(=O)n1CC(=O)Nc1ccccc1F)n2C	0%	0%	-9%
CCOc1ccc(CNC(=O)C2CCN(S(=O)(=O)c3c(C)noc3/C=C/c3ccc(C)cc3)CC2)cc1OC	0%	-5%	-2%
COc1ccc(NC(=O)c2nc(-c3ccc(C)cc3)n3c2CCCCC3)c(OC)c1	15%	-9%	-13%
Cc1cccc(C(=O)Nc2ccccc2SCc2cc(=O)c3cccc(C)c3[nH]2)c1	?	20%	-3%
CCNc1sc(S(C)(=O)=O)nc1S(=O)(=O)c1ccc(C)cc1	0%	-6%	i
COc1ccc(CCNC(=O)Cc2c(C)c3cc(OC)c(OC)cc3oc2=O)cc1	19%	-11%	i
CCOC(=O)c1cccc(NC(=O)c2ccc3c(c2)nnn3CC)c1	29%	-10%	-7%
COc1ccccc1CNC(=O)CSc1nnc(C)c2c(C)n(-c3ccccc3)nc12	4%	-20%	-7%
COc1cc(C)ccc1OCCSc1nc2ccc(NC(=O)c3ccc(F)cc3)cc2s1	18%	6%	i
Cc1cccc(N2CCN(C(=O)c3ccc4c(c3)N(Cc3cccc(Cl)c3)C(=O)c3ccccc3S4=O)CC2C)c1 (stereo not drawn)	2%	34%	i
CCOc1ccccc1CNC(=O)CCCn1nc(C)c2sc3ccccc3c2c1=O	8%	-21%	-1%
CCOC(=O)C1CCN(S(=O)(=O)c2cc(Br)cc3c2N(C(=O)CC)CC3)CC1	26%	-35%	i
CCCn1c(SCC(O)c2ccccc2)nc2ccccc21 (stereo not drawn)	23%	6%	i
CCOC(=O)c1ccc(NC(=O)CCc2c(C)nc3nc[nH]n3c2=O)cc1	11%	-18%	-19%
COC(=O)c1cc2c(cc1NC(=O)c1c(C)nn(-c3ccc(C)cc3)c1-n1cccc1)OCO2	-5%	5%	i
O=C(CC1N=C2c3ccccc3N=C(SCC(=O)Nc3ccccc3F)N2C1=O)NCc1ccc2c(c1)OCO2 (stereo not drawn)	-1%	?	-16%
Cc1ccc(-c2noc(-c3ccc(N4CCCCC4)c([N+](=O)[O-])c3)n2)cc1	6%	1%	-13%
COC(=O)c1c(SC)nc2ccccc2c1OCc1ccccc1Cl	7%	5%	16%
O=S(=O)(c1ccc(-c2cc(C(F)(F)F)on2)s1)N1CCN(c2ccccc2)CC1	18%	12%	26%
CCC1CN(C(=O)N2CCC(C(=O)N3CCN(c4ccccc4)CC3)CC2)c2ccccc2O1 (stereo not drawn)	26%	40%	-37%[inhibitor]
COc1ccc(Br)cc1CNC(=O)c1cc2c(=O)n(C)c3ccccc3c2s1	15%	14%	i
Cc1ccccc1NC(=O)CSc1nc2ccc(NC(=O)c3cccs3)cc2s1	1%	23%	i
Cc1ccc(C)c(CN2C(=O)c3ccccc3S(=O)c3ccc(C(=O)NCc4ccccc4)cc32)c1 (stereo not drawn)	2%	16%	-3%
CCOc1ccccc1CNC(=O)CCC(=O)N1CCSc2ccccc21	4%	10%	-16%
O=S(=O)(Nc1cccc(-c2ccc(N3CCOCC3)nn2)c1)c1ccccc1C(F)(F)F	0%	?	-34%[inhibitor]
CCCN1CCN(CCCNC(=O)Cn2c(-c3cccs3)cc3cc(Cl)ccc32)CC1	-10%	2%	i
Cc1ccc(C)c(CN2C(=O)c3ccccc3S(=O)(=O)c3ccc(C(=O)NCCC4=CCCCC4)cc32)c1	0%	20%	i
